PAX8 reporter: inhibitors of PAX8-driven TPO luciferase reporter, primary screen, RMG-I cells, single concentration; inhibition, % at 12.6 µM; hit rate 1.2% among 360,000; SteadyGlo, 24 h;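 active = mean replicate inhibition at least 60% with every replicate also reaching 60%; inconclusive = only one of the two criteria is met; inactive = mean below 60% and not all replicates reaching 60%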;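 also: luciferase light reporting Pax8 driven TPO promoter activity; plate controls were median of neutral control wells for no effect and mitoxantrone controls for full effect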
EWS-Fli block: EWS/Fli-driven NR0B1 reporter inhibitors, primary screen, A673 cells, NR0B1 luciferase, luminescence, MLPCN library. inhibition, % at 12.6 µM. hit rate 0.67% among 350,000. viability-normalised;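 active = mean inhibition of at least 50% after viability correction, with every replicate also passing that limit; inconclusive = mean reaches 50% but only one of two replicates passes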;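 also: firefly luciferase signal divided by Alamar Blue viability fluorescence both relative to DMSO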
Casp6 inh: human caspase-6 inhibitors, primary screen, biochemical, VEID-R110 fluorescence, single point, set 2; purified caspase-6, Z-VEID-R110 cleavage fluorescence; P55212; hit rate 0.53% among 350,000; inhibition, % at 12.5 µM; AID 686996, 2013;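 active = mean inhibition across replicates at least about 35%, with every replicate also reaching that limit, limit read from the data; inconclusive = only one of the two criteria met; inactive = neither criterion met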;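 also: 0% = median of neutral control wells and 100% = no fluorescence left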
Target sequence (P55212 24-179 limits assumed): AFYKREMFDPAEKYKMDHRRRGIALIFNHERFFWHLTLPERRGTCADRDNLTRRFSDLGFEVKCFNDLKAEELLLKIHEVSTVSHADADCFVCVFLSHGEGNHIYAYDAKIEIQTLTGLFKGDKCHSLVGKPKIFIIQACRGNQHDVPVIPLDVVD
Target sequence (P55212 194-293 limits assumed): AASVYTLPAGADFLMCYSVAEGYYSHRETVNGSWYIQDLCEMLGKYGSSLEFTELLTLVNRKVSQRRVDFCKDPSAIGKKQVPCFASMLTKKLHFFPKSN
DENV2 CPE: inhibitors of DENV2 cytopathic effect, primary screen, cell-based, plate reader, single concentration. DENV2-infected cells, cytopathic effect rescue. CPE inhibition, % at 9.99 µM. hit rate 1.7% among 350,000; in the data active = CPE inhibition above about 20%, passing the limit was not always enough; inconclusive = no clear call, values can overlap the other calls; tested in BHK-21 cells;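 also: 0% = median of neutral control wells and 100% = median of positive control wells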
ARNT TACC3 PPI: disruptors of ARNT/TACC3 protein interaction, primary screen, biochemical, AlphaScreen, single concentration | inhibition, % at 9.99 µM | AID 623870, 2012 | hit rate 0.66% among 390,000 | AlphaScreen His-ARNT PAS-B/GST-TACC3 binding, luminescence; TACC3 fragment carries E629A point mutation;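 active = mean inhibition of replicates at least 50% and at least half of replicates each reaching 50%; inconclusive = half or more replicates reach 50% but mean below 50%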;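 also: 0% = complete ARNT plus TACC3 wells and 100% = ARNT alone without TACC3; many hits fall short of the cut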
LGR2 antag: inhibitors of bursicon-induced LGR2 CRE-luciferase signal, primary screen, cell-based, HEK293, CRE-luciferase reporter, bursicon stimulation. Drosophila bursicon receptor LGR2 (rickets). bursicon-stimulated, 4 h. inhibition, % at 9.99 µM. hit rate 0.35% among 380,000;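 active = drop in luminescence signal, shown as inhibition above about 50% in the replicate tests, limit read from the data, passing the limit was not always enough; inconclusive = probably only some replicates passing the limit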;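 also: agonist challenge used bursicon conditioned medium at about half maximal strength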
SIRT5 inh: SIRT5 desuccinylase inhibitors, primary screen, biochemical, fluorescence imaging, single point, set 5. NAD-dependent protein deacylase sirtuin-5, mitochondrial (Homo sapiens), Q9NXA8. hit rate 1.1% among 330,000. Purified SirT5, succinyl-peptide AMC, trypsin-coupled fluorescence. inhibition, % at 15 µM; in the data active = inhibition above about 15%; inconclusive = no clear call, values can overlap the other calls
Target sequence (Q9NXA8 whole entry, looked up): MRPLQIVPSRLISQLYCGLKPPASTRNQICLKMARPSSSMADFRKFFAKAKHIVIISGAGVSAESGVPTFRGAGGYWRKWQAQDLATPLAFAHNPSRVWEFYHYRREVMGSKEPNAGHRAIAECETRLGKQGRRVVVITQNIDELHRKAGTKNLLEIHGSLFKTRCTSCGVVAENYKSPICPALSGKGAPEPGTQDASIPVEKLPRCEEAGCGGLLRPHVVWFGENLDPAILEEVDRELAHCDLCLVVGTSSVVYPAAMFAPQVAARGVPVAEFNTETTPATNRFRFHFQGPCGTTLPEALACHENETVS
Numbers without * were called inactive; ? = inconclusive; · = no result given; & = joins results of further samples.

The line under a structure holds: PAX8 reporter	EWS-Fli block	Casp6 inh	DENV2 CPE	ARNT TACC3 PPI	LGR2 antag	SIRT5 inh
- CCOC(=O)C1=C(C)N=c2sc(=Cc3ccc(OCC(=O)O)cc3)c(=O)n2C1c1ccc(SC)cc1 (stereo not given)
    -8	10	7	5	·	4	14
- COCCNC(=S)N(CCCO)Cc1cc2cc3c(cc2[nH]c1=O)OCCO3
    7	3	-2	0	7	6	-4
- CN1CCN(C(=O)C[C@@H]2CC[C@H](NC(=O)c3ccc4c(c3)OCO4)[C@@H](CO)O2)CC1
    -9	9	-3	7	1	-11	0
- CC1CN=C2C(C(=O)Nc3ccccc3)=C(O)CC(c3ccccc3)N21 (stereo not given)
    6	·	·	·	-5	-1	·
- COc1ccccc1-c1cnc(C(O)c2ccc(CN3CCCC3)cc2)[nH]1 (stereo not given)
    -6	-3	5	13	·	19	·
- O=C(Cc1ccc2c(c1)OCCO2)Nc1cc(Cl)ccc1N1CCOCC1
    10	5	-4	-8	13	-4	2
- O=C(O)CCC(=O)Nc1cccc(C(=O)c2ccccc2)c1
    -7	-5	-2	-1	-2	-4	0
- CC(C)NC(=O)N(C)C[C@H]1Oc2ccc(NC(=O)Nc3ccccc3)cc2C(=O)N([C@H](C)CO)C[C@@H]1C
    -22	-12	·	·	1	8&-6	·
- CCCCN(CC)C(=O)Cn1nc(Cc2ccncc2)c2ccccc2c1=O
    15	7	-3	2	-4	12	-1
- CC(=O)Nc1ccc(NC(=O)c2ccc3c(c2)CCN3S(C)(=O)=O)cc1
    10	21	-2	-2	5	7	-3
- COc1ccc(NC(=O)c2sc3nc(N4CCOCC4)c4c(c3c2N)CC(C)(C)OC4)cc1
    -9	-1	1	0	1	-11	-4
- O=C(O)CC(Cc1ccc(Cl)cc1)C(=O)NCc1ccccc1 (stereo not given)
    -2	-12	3	4	2	·	-1
- C=CCNC(=S)N1CCc2c([nH]c3ccccc23)C1C (stereo not given)
    9	4	0	?	1	5	-1
- Cc1ccc(NC(=O)c2ccc(COc3ccccc3)o2)nc1
    -24	·	1	-4	4	-30	-1
- COc1ccccc1CN1C[C@@H]2N[C@H](C1)C2c1ccc(-c2ccncc2)cc1 (stereo not given in full)
    -5&-1	-19&0	·	19&14	·	-19&-13	·
- O=C(Nc1ccc(C(F)(F)F)cc1)N[C@@H]1CC[C@H](CCNC(=O)c2ccccc2F)O[C@H]1CO
    13	6	3	2	-10	11	4
- Cc1ccc(-n2c(C)nc3ccsc3c2=O)cc1
    10	-7	-2	10	-22	13	-37
- Cc1cnc(NC(=O)c2cccs2)s1
    -212	-83	0	0	10	-21	-1
- N/C(=N\OC(=O)C12CC3CC(CC(C3)C1)C2)c1ccccn1
    -167	·	·	·	0	-51	·
- COc1ccc(S(=O)(=O)Nc2ccc3c(c2)C(=O)N([C@H](C)CO)C[C@@H](C)[C@H](CN(C)Cc2ccc4c(c2)OCO4)OCCCC[C@H](C)O3)cc1
    48	4	-1	-5	2	8	1
- COc1ccc(CN2CCN(Cc3ccc(Br)cc3)CC2)c(OC)c1OC
    4	16	-1	-1	3	-5	-2
- CCOc1ncccc1C(=O)Nc1cc(S(=O)(=O)N(CC)CC)ccc1N1CCOCC1
    10	15	0	4	26	-4	-1
- COCC#Cc1ccc([C@H]2[C@H]3CN(C(=O)Nc4cc(F)ccc4F)CCCCN3[C@H]2CO)cc1
    -4	7	·	·	3	0	·
- C/C=C/c1ccc([C@H]2[C@@H](CO)N(C(C)=O)[C@@H]2CN(CCC)C(=O)C2CCC2)cc1
    ·	·	1	6	·	-3	-1
- O=C(c1ccccc1)[C@@H]1[C@@H](C(=O)c2ccc(F)cc2)[C@@]2(C(=O)Nc3ccccc32)[C@H]2c3ccccc3C=CN12
    14	0	10	-10	4	3	-5
- Cc1ccc(S(=O)(=O)N[C@H]2CC[C@H](CC(=O)O)O[C@@H]2CO)cc1
    -9	1	0	-3	-1	13	-1
- Cc1cc(C)n(CC(=O)N2CCc3ccccc32)c(=O)c1C#N
    -8	5	2	-5	-6	1	-1
- COc1cccc(NC(=O)N(C)C[C@@H]2Oc3cc(-c4cccc(C(=O)N(C)C)c4)ccc3S(=O)(=O)N([C@@H](C)CO)C[C@H]2C)c1
    -6	8	0	-9	-8	-8	2
- CCn1c(SCc2cccnc2)nnc1-c1c[nH]c2ccccc12
    7	4	-2	-1	-6	6	2
- Cc1noc(C)c1NC(=O)Nc1ccc2c(c1)C(=O)N([C@H](C)CO)C[C@@H](C)[C@H](CN(C)CC1CCCCC1)OCCCC[C@@H](C)O2
    ·	-12	2	8	1	3	-7
- Cc1nc(/N=C(\N)N(C)C)[nH]c(=O)c1C
    0	4	1	7	0	4	-2
- Cn1c(CCc2nc3ccccc3[nH]2)nnc1SCC#N
    -8	3	-1	-4	-5	·	-1
- CC(C)NC(=O)NC(=O)COC(=O)c1cc(S(=O)(=O)N2CCCCC2)ccc1N1CCOCC1
    2	·	2	-7	0	-9	3
- COc1ccc2cc(CN(CC3CCCO3)C(=O)Nc3ccccc3OC)c(=O)[nH]c2c1 (stereo not given)
    34	43	1	-1	-6	14	-1
- Cc1ccc(O)c(CCc2ccc(O)cc2)n1
    10	-7	-4	10	-1	·	-3
- COc1ccc(CC(=O)OCC(=O)Nc2cc(Cl)ccc2C)cc1
    ·	-2	0	12	-4	-24	-3
- COc1ccc(C(=O)N2CCN(c3nc4cc(C)cc(C)c4cc3C#N)CC2)cc1
    3	0	-1	13	·	5	-5
- N#Cc1ccc(S(=O)(=O)N2CCC(C(=O)Nc3cccc(C(=O)NC4CC4)c3)CC2)cc1
    1	2	0	5	1	11	0
- O=C(C[C@@H]1C[C@@H]2c3cc(NC(=O)C4CCC4)ccc3O[C@@H]2[C@@H](CO)O1)NCc1ccc(Cl)cc1
    8&-18	3	0&-3	-3&-9	·	8	7&7
- CC(C)CCNC1=CC(=O)CC(c2ccccc2)C1 (stereo not given)
    36	0	1	0	-10	-5	-4
- CCc1nc2ccc(C(=O)N3CCCC(C(N)=O)C3)cn2c1N(C)Cc1ccc(OC)cc1 (stereo not given)
    16	11	-4	-3	·	-13	-2
- CCN(CCO)Cc1csc2ccccc12
    5	3	-1	-16	-6	0	0
- CCCCNC(=O)c1ccccc1SCC(=O)NC1CCCCCCC1
    5	1	-76	2	5	6	3
- O=C(CSc1nnc2ccccn12)N1CCOCC1
    ·	-11	0	3	-2	5	-5
- Cc1ccc(C(=O)NNC(=O)c2ccccc2)cc1S(=O)(=O)N1CCCCC1
    -1	2	6	?	3	1	-5
- C=CC[C@@H](CC(=O)OC(C)(C)C)C(=O)OC[C@H]1CCCN1C(=O)[C@@H](CC=C)CC(=O)N(CCO)Cc1ccccc1
    15	-6	2	?	-24	-4	·
- CS(=O)(=O)N1CCCC(C(=O)Nc2c(F)cccc2F)C1 (stereo not given)
    32	1	-1	?	-2	9	-1
- COc1ccc(C2SCC(=O)N2c2ccc(OC)cc2)cc1 (stereo not given)
    -2	4	1	0	-8	-3	-1
- CCC(=O)N1[C@H](CO)[C@H]2c3ccccc3N(S(=O)(=O)c3ccc(F)cc3)C[C@H]21
    -4	-3	4	2	2	0	6
- C[C@@H]1CN([C@H](C)CO)S(=O)(=O)c2ccc(C#Cc3ccc(F)cc3)cc2O[C@@H]1CN(C)C(=O)NC1CCCC1
    ·	19	0	-20	-1	11	2
- CCn1c2ccccc2c2cc(NC(=O)COC(=O)c3ccccc3O)ccc21
    14	4	0	8	-1	7	0
- COc1ccc(S(=O)(=O)N2CCOC2CNC(=O)C(=O)NCc2ccco2)cc1C (stereo not given)
    8	1	3	-7	-2	4	-3
- C[C@H]1CN([C@@H](C)CO)C(=O)c2cc(C#Cc3ccccn3)cnc2O[C@@H]1CN(C)Cc1cncnc1
    0	1	-1	?	0	1	1
- Cc1ccc(S(=O)(=O)N(C)C[C@@H]2OCCCC[C@H](C)Oc3ccc(NC(=O)Cc4ccccc4)cc3C(=O)N([C@H](C)CO)C[C@@H]2C)cc1
    55	6	-3	·	-4	-17	3
- CC1(C(=O)NS(=O)(=O)c2ccccc2)CCN1C(=O)c1ccccc1CCc1ccccc1 (stereo not given)
    7	-1	-2	1	·	8	3
- C[C@H](CO)N1C[C@H](C)[C@H](CN(C)Cc2ccccn2)Oc2ncc(C#Cc3ccc(F)cc3)cc2C1=O
    ·	-3	0	11	13	4	-5
- CCOC(=O)N1CCC(N2CCN(c3cc(C)ccc3C)CC2)CC1
    ·	3	1	6	-28	-12	-5
- Cc1ccc(C)c(N2CCN(CC(=O)Nc3ccc4[nH]c(=O)[nH]c4c3)CC2)c1
    -11	4	2	-7	0	36	-5
- Cc1nc(-c2ccccc2)sc1-c1nnc(C2CC2)o1
    -66	-79	-7	-1	-1	·	-3
- Cc1ccc2nc(SCC(=O)N(C)C3CCS(=O)(=O)C3)[nH]c2c1 (stereo not given)
    6	1	-1	9	-1	-7	-7

(listing goes on)
The line under a structure holds: PAX8 reporter	EWS-Fli block	Casp6 inh	DENV2 CPE	ARNT TACC3 PPI	LGR2 antag	SIRT5 inh
- CCN(CC)C(=O)C1=C(C)N(Cc2ccc(OC)cc2)C(=O)C(CC(=O)NCc2cccc3ccccc23)C1 (stereo not given)
    19	2	-1	2	·	-13	2
- O=C(CSc1nc2ccc(Nc3nc(N4CCOCC4)nc(N4CCOCC4)n3)cc2s1)N1CCOCC1
    8	·	·	·	0	0	·
- Cc1cccc(S(=O)(=O)N2C[C@H]3[C@@H](c4ccccc42)[C@H](CO)N3C(=O)C2CC2)c1
    4	0	1	-1	0	15	0
- COCCCN1C(=O)c2ccc(C(=O)Nc3ccccc3Cl)cc2C1=O
    -21	2	1	-6	-4	-15	0
- COc1cc(OC)nc(C(NC(=O)C2CCN(Cc3ccc(Oc4ccccc4)cc3)CC2)c2ccccc2C)n1 (stereo not given)
    27	21	-2	-5	·	1	-2
- NC(=O)Nc1ccc(C(=O)OCC(=O)Nc2cccc(S(=O)(=O)NC3=NCCCCC3)c2)cc1
    -15	-5	2	1	13	-21	2
- CCOC(=O)[C@H]1[C@H]2COc3ccc(Br)cc3[C@@H]2N2C(=O)CN(CC3CCCO3)C(=O)[C@@]12C (stereo not given in full)
    -13	-2	3	19	4	-2	·
- Cc1noc(C)c1NC(=O)N(C)C[C@@H]1OCc2cn(nn2)CCCC(=O)N([C@@H](C)CO)C[C@H]1C
    8&-5&-23	-1&2&-8	-2&23	4&3	-2	-1&11	-1&-2
- CC(OC(=O)c1cc(=O)[nH]c2ccccc12)C(=O)Nc1ccc(Cl)cn1 (stereo not given)
    11	2	-2	3	6	-5	4
- O=C(Cc1c(O)c2ccccc2[nH]c1=O)NCc1cccc(F)c1
    ·	5	1	0	2	-5	0
- COc1cc2sc(-c3ccccc3OC)c(-c3ccc(OCCN4CCCCC4)cc3)c2cc1OC
    20	24	·	-9	12	?	·
- CCC(CC)C(=O)Nc1cc(=O)n(C)c(=O)n1C
    6	3	2	1	2	·	2
- Cc1cccc(OCC(=O)Nc2nnc(-c3ccco3)s2)c1
    10	-13	3	·	-8	8	-1
- COc1ccc(NC(=O)N(C)C[C@@H]2Oc3c(NC(=O)C4CCOCC4)cccc3C(=O)N([C@@H](C)CO)C[C@H]2C)cc1
    -27	9	1	16	-9	-4	8
- N#Cc1ccccc1S(=O)(=O)N1CCN(C(=O)C2CC(=O)N(c3ccc4c(c3)OCCO4)C2)CC1 (stereo not given)
    -3	3	8	?	2	1	-6
- COc1cc(C(=O)NCC(=O)N/N=C(C)\C=C\c2ccccc2)cc(OC)c1OC
    14	4	·	-3	5	-7	0
